# Bioassay records: PubChem, several laboratories
# Cl transport mod = KCC2 (human) Cl- transport modulation; Q9H2X9; KCC2 cells, thallium flux FluoZin-2 fluorescence; B-score of Tl+ flux slope (higher = more flux/activation; lower = inhibition) at 10 µM; 190,000 compounds, 2.2% hits; AID 1456;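 active = thallium flux slope and its plate-corrected score both differing from the plate sample mean at a set confidence after two filtering rounds, in either direction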;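 also: slope of fluorescence scaled to starting intensity during 10 to 20 s after thallium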
# Target sequence (Q9H2X9 whole entry, looked up): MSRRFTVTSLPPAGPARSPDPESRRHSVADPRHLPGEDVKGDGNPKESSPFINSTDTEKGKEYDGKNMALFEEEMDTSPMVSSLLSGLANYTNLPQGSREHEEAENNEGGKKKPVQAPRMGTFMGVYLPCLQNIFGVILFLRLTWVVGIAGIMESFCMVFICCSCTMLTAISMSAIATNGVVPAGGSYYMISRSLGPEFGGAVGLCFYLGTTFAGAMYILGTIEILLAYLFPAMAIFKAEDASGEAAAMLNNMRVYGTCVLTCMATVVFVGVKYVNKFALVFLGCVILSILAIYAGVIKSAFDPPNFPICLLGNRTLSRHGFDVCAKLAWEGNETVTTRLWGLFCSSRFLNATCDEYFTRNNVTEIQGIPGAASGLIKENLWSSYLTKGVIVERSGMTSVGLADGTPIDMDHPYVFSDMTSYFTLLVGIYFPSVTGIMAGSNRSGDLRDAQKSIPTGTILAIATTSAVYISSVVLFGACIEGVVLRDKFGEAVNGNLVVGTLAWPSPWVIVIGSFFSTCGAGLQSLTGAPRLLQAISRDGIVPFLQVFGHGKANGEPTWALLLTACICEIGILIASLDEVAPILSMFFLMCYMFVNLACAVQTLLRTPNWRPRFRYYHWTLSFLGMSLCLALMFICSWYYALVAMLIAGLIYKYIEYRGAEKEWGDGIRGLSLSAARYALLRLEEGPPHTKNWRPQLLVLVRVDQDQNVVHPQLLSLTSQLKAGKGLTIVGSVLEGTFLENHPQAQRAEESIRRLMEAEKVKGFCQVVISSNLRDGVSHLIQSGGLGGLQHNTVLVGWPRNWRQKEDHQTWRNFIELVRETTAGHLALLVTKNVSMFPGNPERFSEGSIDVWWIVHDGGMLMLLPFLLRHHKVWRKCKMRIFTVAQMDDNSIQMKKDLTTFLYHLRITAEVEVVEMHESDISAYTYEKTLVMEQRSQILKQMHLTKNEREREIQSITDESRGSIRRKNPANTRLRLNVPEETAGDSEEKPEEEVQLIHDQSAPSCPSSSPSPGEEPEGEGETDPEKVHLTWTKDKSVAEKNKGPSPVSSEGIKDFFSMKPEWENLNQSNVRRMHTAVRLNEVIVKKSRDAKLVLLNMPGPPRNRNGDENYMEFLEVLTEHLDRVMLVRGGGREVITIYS
# Furin inhibitor = inhibitors of human furin. P09958. purified furin, fluorogenic substrate cleavage. inhibition, % at 30 µM. 220,000 compounds, 0.061% hits; in the data active = inhibition above about 25%; also: inactives centre near -15
# PERK inh = inhibitors of human PERK kinase; Q9NZJ5; CHO PERK-DD fusion, SEAP luminescence translation reporter; inhibition, % at 5.6 µM; 220,000 compounds, 0.17% hits;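 active = inhibition above the mean inhibition of all tested compounds plus 3 SD, set separately per screening campaign, cut at about 2.9% in these data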;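 also: PERK kinase domain activated by AP20187 dimerizer at 100 nM; 0% = DMSO with dimerizer and 100% = rapamycin at 8.4 µM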
# p97 inhibitor = blocks human p97 ATPase activity; 220,000 compounds, 0.42% hits; P55072; inhibition, % at 8 µM; recombinant p97 ATPase, Kinase-Glo ATP luminescence, 3 h; in the data active = inhibition above about 15%;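 also: 0% = DMSO vehicle and 100% = wells lacking enzyme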
# hK5 inh = kallikrein 5 (human) inhibition; recombinant hK5, fluorogenic AMC substrate cleavage; 210,000 compounds, 0.59% hits; Q9Y337; inhibition, % at 5 µM; AID 873;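 active = inhibition of 40% or more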;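 also: 0% = enzyme controls without compound and 100% = no-enzyme blanks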
# thrombin 1536 = inhibitors of human thrombin | P00734 | alpha-thrombin, Boc-VPR-AMC fluorogenic substrate cleavage | inhibition, % at 5 µM | 220,000 compounds, 0.26% hits | AID 1046;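 active = inhibition at or above 40%; inactive = inhibition below 40%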;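 also: 0% = enzyme with no compound and 100% = wells without enzyme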
#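 System – human alpha-thrombin protein · Reagent – Boc-VPR-AMC substrate, 15 µM final · Compound – 5 µM single dose in 0.2% DMSO · Schedule – reaction at room temperature · Technique – AMC fluorescence at 355 nm excitation and 460 nm emission · Read-out basis – % inhibition relative to enzyme controls and enzyme-free blanks · Control set – no-compound enzyme wells and no-enzyme blanks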
# FXIa inh 1536 = blocks human coagulation factor XIa protease activity. purified FXIa, Boc-Glu-Ala-Arg-AMC fluorogenic substrate. inhibition, % at 5 µM. 220,000 compounds, 0.14% hits. AID 798;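 active = inhibition of at least 40%; inactive = inhibition below 40%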;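 also: fluorescence of freed AMC excited at 355 nm; 0% = enzyme without compound and 100% = no enzyme blank; many of its hits are not listed in these tables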
# FXIIa inh 1536 = blocks human coagulation factor XIIa protease activity | P00748 | purified FXIIa, Boc-QGR-AMC fluorogenic substrate, 2 h | inhibition, % at 5 µM | 220,000 compounds, 0.3% hits | AID 800; in the data active = inhibition above about 40%;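 also: 0% = enzyme with no compound and 100% = blank without enzyme; many of its hits are not listed in these tables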
# Wee1 stabilizer = blocks degradation of human Wee1 kinase; HeLa Luc-Wee1K328M stability, luciferase luminescence; 100% = proteasome inhibitor MG132 effect; reporter increase, % at 5 µM; 220,000 compounds, 1.2% hits; AID 1321;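 active = activation above the mean of all tested compounds plus 3 SD, set per screening run, cut at about 8.8% in these data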;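 also: cells exposed to compound for 20 h before luminescence read; 0% = DMSO alone and 100% = MG132 at 30 µM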
# An asterisk follows results filed as active; · = not tested or not shown; [ ] = dose if it differs, or a comment.
no.	Cl transport mod	Furin inhibitor	PERK inh	p97 inhibitor	hK5 inh	thrombin 1536	FXIa inh 1536	FXIIa inh 1536	Wee1 stabilizer	Molecule
1	1.1	-24	0.2	-8	5	-4	2	10	10*	N/C(=N\OC(=O)c1ccco1)c1ccccn1
2	0.55	-19	1.3	2	-6	7	-6	2	0	O=C(CCCn1c(=S)[nH]c2ccccc2c1=O)NCCSCc1ccccc1
3	·	-20	-0.7	3	-6	0	-4	7	3	COC(=O)c1[nH]c2cccc(OC)c2c1NC(=O)CCN1CCN(c2ccccc2OC)CC1
4	0.61	-17	0.4	4	-8	-2	-3	1	2	COc1ccc(N2C(=O)C(Cl)=C(Nc3ccccc3OC)C2=O)cc1
5	0.54	-15	0.9	-1	-6	-9	-7	2	1	C=CCOc1ccccc1CNCCc1ccc(S(N)(=O)=O)cc1
6	0.58	-35	1.9	-1	-4	-6	0	20	-1	COC(=O)c1cc2sc(Cl)cc2n1Cc1nc(-c2ccccc2)oc1C
7	-1.1	-25[20 µM]	-0.3	-5	0	-4	-5	-4	3	CCCCNCc1cc(Br)c(OCc2cccs2)c(OC)c1
8	1.4	-33	2.0	0	18	2	3	11	-1	Cc1cccnc1NC(=S)Nc1ccc(F)cc1F
9	-0.59	4[20 µM]	-0.8	-1	9	28	4	14	0	CCOC(=O)c1c(NC(=S)Nc2ccccc2)sc2c1CCN(C)C2
10	·	-20	0.9	-1	-2	-1	3	3	0	O=C1CN(C(=O)COc2ccccc2)CCN1
11	0.63	-19	·	·	-1	1	-1	6	·	CCN1CCN(Cc2ccc(NC(=O)c3cc(NC(=O)c4cncc(-c5ccc(C#N)cc5)c4)cc(OC)c3)cc2C(F)(F)F)CC1
12	0.24	-4	-1.1	-4	-23	-6	-9	0	-2	CC(NC(=O)/C(=C/c1cccc([N+](=O)[O-])c1)NC(=O)c1ccco1)C(=O)O (centres undefined)
13	0.72	-13	0.0	1	-5	5	-3	6	-1	CN(CCCNC(=O)c1cc2c(Cl)nc3ccccc3c2s1)Cc1ccccc1
14	-1.1	-7	-0.3	-1	-7	-4	5	15	4	CCN(CC)S(=O)(=O)c1cc(NC(=O)CCCOc2ccc(C(C)=O)cc2)ccc1C
15	·	-8	1.7	6	-3	-1	2	9	1	COc1cc(/C=C(\NC(C)=O)C(=O)O)cc(OC)c1OC
16	0.21	-11	-0.5	-11	-18	-5	3	9	-1	CCOC(=O)N1CCN(C(=O)Cn2ncc3c2-c2ccccc2OC3)CC1
17	0.23	-19[20 µM]	0.2	-5	-1	7	2	13	-3	COc1ccc(C(=O)OCC(=O)Nc2ccc(OC(F)F)cc2)c(OC)c1
18	-2.5	-8[20 µM]	-0.6	2	1	4	8	20	4	CCC(Cc1ccccc1)NC(=O)CSc1ccsc1[N+](=O)[O-] (centres undefined)
19	0.099	-26	-0.3	1	3	-1	8	15	0	CCc1nnc(NC(=O)CCC(=O)N2CCN(C3CCCCC3)CC2)s1
20	·	-28	0.9	1	6	-2	-1	7	-1	COC(=O)CCC/C=C1/SCC(NC(=O)c2ccccc2)C1NC(C)=O (centres undefined)
21	-1	-3[20 µM]	0.7	3	-14	-1	0	14	-1	CCOC(=O)CSc1nc(C(C)C)nc2ccccc12
22	-0.13	-2	-0.5	-6	-4	8	-4	6	-3	N/C(=N\OC(=O)COc1ccc2ccccc2c1)c1ccncc1
23	·	-9	-0.8	4	-3	-5	2	4	4	O=C(NCc1cccs1)c1cccnc1SCCS(=O)(=O)c1ccc(C(F)(F)F)cn1
24	-1	-21	1.4	3	-14	-7	24	28	0	Cc1c2cnn(CC(=O)Nc3cccc(C(F)(F)F)c3)c(=O)c2c(C)n1Cc1ccccc1F
25	-0.47	-6[20 µM]	0.7	5	-5	-1	2	10	-1	C=CCNc1nc2c(c(=O)[nH]c(=O)n2C)n1CCCCC

# Limited to Wee1 stabilizer, for three of the compounds above:
item	canonical_smiles	Wee1 stabilizer
16	CCOC(=O)N1CCN(C(=O)Cn2ncc3c2-c2ccccc2OC3)CC1	-1
17	COc1ccc(C(=O)OCC(=O)Nc2ccc(OC(F)F)cc2)c(OC)c1	-3
18	CCC(Cc1ccccc1)NC(=O)CSc1ccsc1[N+](=O)[O-] (centres undefined)	4

# Further results follow.
no.	Cl transport mod	Furin inhibitor	PERK inh	p97 inhibitor	hK5 inh	thrombin 1536	FXIa inh 1536	FXIIa inh 1536	Wee1 stabilizer	Molecule
26	0.25	-26	0.2	1	1	-3	-1	14	4	COC(=O)Cc1ccc2oc(-c3cccnc3)nc2c1
27	-0.11	-13	-0.1	0	-4	-10	-8	0	-4	COc1ccc(C(=O)Nc2ccncc2)c(OC)c1
28	0.77	-7	1.3	5	-23	1	5	6	-2	Cc1cccc(C)c1NC(=O)NN(C(=O)c1ccccc1)C(C)(C)C
29	0.11	-1[20 µM]	0.7	4	-6	-1	0	16	-5	Clc1ccc(-c2nnc3n2CCCS3)cc1
30	-0.13	-24	-0.5	2	-9	-7	3	17	3	C=CCn1c(SCC#N)nc2c(c1=O)C(C)(C)Cc1ccccc1-2
31	0.081	-16	0.8	7	3	4	3	14	2	CCOCCOC(=O)C1=C(C)N(C)C(=O)NC1c1ccccc1Cl (centres undefined)
32	-1.2	-17	-0.4	2	-17	-13	-7	-1	5	CCC(C)N(C(=O)Cn1nnc2ccccc21)C(C(=O)NCc1ccco1)c1cccc(OC)c1 (centres undefined)
33	-0.13	-9[20 µM]	1.6	0	4	-1	0	0	0	CCCn1nnc(NC(=O)c2cc3ccccc3o2)n1
34	·	-6[20 µM]	0.6	4	3	14	9	17	-1	CCC1CCCN1Cn1cnc2c([nH]c3ccc(OC)cc32)c1=O (centres undefined)
35	0.86	-11	1.3	-2	-7	-2	6	10	-3	O=C(Nc1ccc(Cl)cc1)/C(=C1\CCCN1)[N+](=O)[O-]
36	0.092	-2	-0.1	-2	-2	-2	3	-6	5	CCOc1ccc(CN(C)CC(=O)NNC(=O)c2ccc(Cl)cc2)cc1OC
37	1.5	-19	-0.3	3	-1	-2	-4	8	1	O=C(CN1C(=O)NC2(CCCCC2)C1=O)N1CCN(S(=O)(=O)c2ccccc2)CC1
38	1.4	-12[20 µM]	0.0	1	-3	4	1	3	-1	COC(=O)c1sccc1NC(=O)c1cc(-c2ccc(C)cc2C)nc2ccccc12
39	0.2	-25	1.0	3	-6	-2	12	12	-2	CCOC(=O)c1cnc2c(C)c(C)ccc2c1Nc1ccc(S(=O)(=O)Nc2ncccn2)cc1
40	-0.056	-25	-0.5	-5	-7	-11	-3	5	3	COc1ccccc1NC(=O)NCC(c1ccco1)N1CCCCC1 (centres undefined)
41	0.56	1[20 µM]	2.1	3	3	-8	2	8	1	CCC1(CC)C(=O)NN(c2ccccc2)C1=O
42	·	0[20 µM]	-0.3	-9	-4	0	-6	14	-3	O=C(CSc1ccc(F)cc1)N1CCC(c2nc3ccccc3s2)CC1
43	0.31	-10	1.2	6	-4	-10	-5	4	5	O=C(NNC1CC(=O)N(c2ccc(Cl)cc2)C1=O)c1ccccn1 (centres undefined)
44	·	-9[20 µM]	0.6	3	-20	-1	7	21	-1	COc1ccccc1C/C(N)=N/OC(=O)c1cccc([N+](=O)[O-])c1
45	-0.27	-78	-2.1	2	-13	-4	-12	-19	1	CN(C)CCCn1c(N)c(S(=O)(=O)c2ccccc2)c2nc3ccccc3nc21
46	-0.24	-16[20 µM]	0.1	5	-8	-15	-8	9	0	O=C(Nc1nc(-c2ccccc2)cs1)C1c2ccccc2Oc2ccccc21
47	-1.3	-14[20 µM]	1.8	3	-17	3	5	9	-1	C/C(=N\NC(=O)c1csc2ccccc12)c1ccc(O)cc1
48	1.1	-34	-0.2	-2	-10	-2	-5	4	0	CC(=O)Nc1ccc(NC(=O)C(Cc2ccccc2)NC(=O)C2CCC(C)CC2)cc1 (centres undefined)
49	0.034	-22	1.2	3	-3	-2	-1	4	2	O=C(Nc1ccccc1)C1=C[C@@H](C2CC2)C[C@@H](OCc2ccc(CO)cc2)O1
50	1.3	-23	-0.1	1	-1	-3	-1	4	-1	COc1ccccc1-n1c(-c2ccc(Cl)cc2)c[nH]c1=S

# 3 entries drawn at random from the list so far:
no.	Cl transport mod	Furin inhibitor	PERK inh	p97 inhibitor	hK5 inh	thrombin 1536	FXIa inh 1536	FXIIa inh 1536	Wee1 stabilizer	Molecule
50	1.3	-23	-0.1	1	-1	-3	-1	4	-1	COc1ccccc1-n1c(-c2ccc(Cl)cc2)c[nH]c1=S
36	0.092	-2	-0.1	-2	-2	-2	3	-6	5	CCOc1ccc(CN(C)CC(=O)NNC(=O)c2ccc(Cl)cc2)cc1OC
37	1.5	-19	-0.3	3	-1	-2	-4	8	1	O=C(CN1C(=O)NC2(CCCCC2)C1=O)N1CCN(S(=O)(=O)c2ccccc2)CC1

# Continuation.
no.	Cl transport mod	Furin inhibitor	PERK inh	p97 inhibitor	hK5 inh	thrombin 1536	FXIa inh 1536	FXIIa inh 1536	Wee1 stabilizer	Molecule
51	0.54	-28	1.5	7	4	4	14	8	-3	CNC(=O)Nc1ccccc1C(=O)Nc1ccccc1
52	0.062	-5	0.0	5	-15	1	3	6	4	CC(=O)Nc1cc(C(N)=O)c(Cl)cc1Cl
53	0.078	-31	-0.5	0	0	-7	-5	7	4	COC(=O)C1C(=O)c2c([nH]c(C(=O)OC3CCCC3C)c2C)CC1C (centres undefined)
54	-0.77	-13	0.8	-2	3	-6	-1	6	-1	CCOc1ccc(N2C(=O)/C(=C\c3ccc(O)c(OC)c3)S(=O)(=O)C2c2cccc([N+](=O)[O-])c2)cc1 (centres undefined)
55	·	-13	1.6	7	-3	-5	-3	0	-2	CCCCC(=O)Nc1nn(C)c2nc3c(C)cccc3cc12
56	1.1	-25	-0.4	3	-8	2	3	9	-2	Cc1ccccc1Cn1nc(C)c(NC(=O)/C=C/c2cnn(C)c2C)c1C
57	-0.11	-23	0.5	1	-2	-17	-5	2	3	Cc1cc(Cl)ccc1C(=O)C1CCCN(C(=O)c2cnsn2)C1 (centres undefined)
58	-0.39	-30	1.1	3	6	2	5	12	9.9*	CC(C)(C)c1[nH]nc2c1C(c1cccnc1)C(C#N)=C(N)O2 (centres undefined)
59	0.24	-4[20 µM]	1.0	-2	-1	3	4	16	0	C(=N\c1nccs1)/c1c[nH]c2ccccc12
60	0.73	-18[20 µM]	0.6	-6	-4	-2	13	4	1	COc1ccc(OCc2cccc(C(=O)Nn3cc([N+](=O)[O-])cn3)c2)cc1
61	0.77	-6	0.2	-1	16	4	7	15	0	c1ccc2nc3[nH]cnc3nc2c1
62	0.18	-4	0.4	6	4	2	1	7	-1	COc1ccc(/C=C2\SC(=S)N(CC3CCCO3)C2=O)cc1 (centres undefined)
63	-0.22	-29	-0.1	0	-2	-3	-1	2	0	CC(C)CCNC(=O)C1CCN(c2nc3ccccc3o2)CC1

# Wee1 stabilizer: entries above that show a hit.
no.	Cl transport mod	Furin inhibitor	PERK inh	p97 inhibitor	hK5 inh	thrombin 1536	FXIa inh 1536	FXIIa inh 1536	Wee1 stabilizer	Molecule
1	1.1	-24	0.2	-8	5	-4	2	10	10*	N/C(=N\OC(=O)c1ccco1)c1ccccn1
58	-0.39	-30	1.1	3	6	2	5	12	9.9*	CC(C)(C)c1[nH]nc2c1C(c1cccnc1)C(C#N)=C(N)O2 (centres undefined)

# Rows were taken by chance; 4.4% or so of the library scored in one or more.
